From PubChem BioAssay
T cell HTS – T cell immune modulation candidate; 2C CD8+ T cell-vesicle binding, flow cytometry; hits give low values; AID 2052; actives 0.068% (n = 330,000); calls only at 7 µM;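 active = response, share of CD8 T cells binding vesicles, and their 90th percentile fluorescence all below set limits, cut at about 80% in these data, passing the limit was not always enough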
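Assay system – 2C mouse CD8+ T cells · Also added – QL9-loaded Drosophila micro-vesicles · Timing – Cell–vesicle co-incubation 1.5 h at 37 °C, staining 20 min on ice · Signal – flow cytometry of vesicle-bound cells · Measure – percent CD8+ FL2 mean versus row control · Controls – Peptide-free naked vesicles (low) and QL9 vesicles with 0.7% DMSO vehicle (high)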
P. falciparum M1AAP – P. falciparum M1AAP inhibitors, biochemical, fluorogenic H-Leu-NHMec substrate, 1536-well (AID 1445). recombinant M1AAP, H-Leu-NHMec fluorogenic kinetic assay; higher % means a stronger effect. inhibition, % at 30 µM, or IC50 in µM where a hit was titrated. actives 0.42% (n = 220,000);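 active = primary inhibition above the hit cutoff, then over 50% inhibition at one or more dose response concentrations, cut at about 23% in these data, passing the limit was not always enough; inconclusive = conflicting primary data, or primary hits not chosen for dose response; inactive = low primary inhibition, or under 50% at every dose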;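 also: plate controls were DMSO full reaction for no effect and no enzyme background for full effect; strong numbers were not always called active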
RSV antiviral HEp-2 – RSV antiviral activity via CPE protection, HEp-2 cells, primary 10 µM value included (AID 2391); actives 0.13% (n = 310,000); HEp-2 cells, RSV-induced CPE inhibition; higher % means a stronger effect; one-dose CPE inhibition, % at 10 µM; IC50 in µM for titrated hits; in the data active = a potency from the dose series; inconclusive = CPE inhibition mostly from about 23% at the one dose, without a potency; inactive = the rest, 99 in 100 with CPE inhibition below about 21%; also: strong numbers were not always called active
UTI89 phage lysis – inhibition of K1F phage lysis, E. coli UTI89, bacterial capsule biogenesis inhibitors, alamar blue (AID 488966); actives 0.02% (n = 340,000); E. coli UTI89 K1F phage lysis, alamar blue, 2 h; higher % means a stronger effect; inhibition, % at 100 µM; hits with a dose series show IC50 in µM;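 active = phage lysis inhibition, versus mean bacterial control, above a set limit; inconclusive = no clear call, values can overlap the other calls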;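 also: capsule biogenesis inhibitors block K1F phage lysis so surviving cells raise fluorescence; higher fluorescence means more inhibition of phage lysis; actives were called in the ten point dose series up to 300 µM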
West Nile virus CPE – inhibition of WNV-induced cytopathic effect – cell-based, CPE readout (AID 1621). West Nile virus-infected cells, CPE inhibition; higher % means a stronger effect. CPE inhibition, % at 10 µM, or IC50 in µM where a hit was titrated. actives 0.02% (n = 290,000); in the data active = a potency from the dose series; inconclusive = CPE inhibition mostly from about 3.7% at the one dose, without a potency; inactive = the rest, 99 in 100 with CPE inhibition below about 2.2%; also: strong numbers were not always called active
PMI inhibition – human PMI inhibitors, high substrate, primary screen, biochemical, fluorescence intensity, high mannose 6-phosphate (AID 1220); recombinant PMI enzyme, coupled fluorescence intensity; higher % means a stronger effect; inhibition, % at 20 µM; hits with a dose series show IC50 in µM; actives 0.66% (n = 190,000)
human PMI inhibition – MPI enzyme activity inhibition – biochemical, fluorescence intensity, coupled assay, primary screen (AID 1209) | one-dose inhibition, % at 20 µM; IC50 in µM for titrated hits | purified PMI enzyme, coupled fluorescence intensity; higher % means a stronger effect | actives 0.42% (n = 190,000);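 also: plate controls were DMSO vehicle for no effect and wells lacking substrate for full effect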
TNAP activators – human TNAP enzyme activators, primary screen, biochemical, luminescent, no phosphate acceptor, uHTS (AID 1001) | activation fold at 20 µM; hits with a dose series show EC50 in µM | purified TNAP, luminescent activation assay, no phosphate acceptor; higher activation fold means a stronger effect | actives 0.03% (n = 200,000); in the data active = activation fold from about 3, or a potency from the dose series; inactive = the rest, 99 in 100 with activation fold below about 1.6; also: many of its hits are not listed in these tables
P. falciparum M17LAP – P. falciparum M17LAP inhibitors, primary screen, biochemical, fluorogenic H-Leu-NHMec substrate, 1536-well (AID 1619); inhibition, % at 30 µM; hits with a dose series show IC50 in µM; actives 0.38% (n = 220,000); recombinant M17LAP, H-Leu-NHMec fluorogenic kinetic assay; higher % means a stronger effect;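 active = compound inhibiting the enzyme by more than half at any dose during confirmatory dose-response retesting; inconclusive = strong single-dose inhibitors picked by rank but not retested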;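 also: plate controls were full reaction with DMSO carrier for no effect and no enzyme background for full effect; strong numbers were not always called active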
T cell HTS vesicle-bound % – further read-out of T cell HTS, marked with its call; double positive events, %; measured here: CD8+ vesicle-bound cell fraction;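 binding gate set so that unloaded-vesicle control wells show 10% double positive cells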
* marks the source's active call; other numbers are inactive results; i = inactive; u = inconclusive; x = no result given; [ ] = another dose, or the depositor's remark. Rule as the data show it, unless noted: active = inhibition above about 50%; inactive = the rest.

#	Compound	human PMI inhibition	TNAP activators	RSV antiviral HEp-2	P. falciparum M17LAP	PMI inhibition	P. falciparum M1AAP	T cell HTS	West Nile virus CPE	T cell HTS vesicle-bound %	UTI89 phage lysis
1	COc1cccc(Cn2c(C3CC3)nc3ccc(NC(=O)c4ccco4)cc3c2=O)c1	19%	1.1	x	3%	20%	5%	x	0.8%	x	x
2	O=C(CSc1nnc(NC(=O)c2ccccc2F)s1)NC1CC1	x	x	1.3%	x	x	x	i	0.0%	34	0.7%
3	Cc1nnc(SCc2nnc(-c3cccs3)o2)n1C	-5%	1.1	0.8%	7%	8%	3%	i	0.0%	24	-0.3%
4	Cc1ccc2[nH]c(-c3ccccc3)c(CN(C)C)c(=O)c2c1	-2%	1.1	-1.1%	21%	-3%	6%	i	-0.9%	10	4.5%
5	CC1CC(=O)c2cnc(Nc3ccccc3)nc2C1 (stereo not drawn)	11%	1.1	1.4%	14%	3%	-1%	i	-0.1%	34	4.7%
6	COc1ccc(Br)cc1CN(C)C(=O)c1cnc(C)cn1	x	x	1.4%	x	x	x	i	0.0%	53	0.1%
7	NC(=O)c1ccc(Cl)c2ccccc12	x	x	-1.1%	1%	x	-2%	i	0.0%	38	0.1%
8	Cc1ccc(-c2c(C(=O)N/N=C/c3cccc(Cl)c3)nnn2-c2nonc2N)cc1	x	x	1.2%	x	x	x	i	1.2%	42	0.3%
9	Cc1ccc(C)c(-c2cc(C(=O)Nc3cccc(C(=O)O)c3)c3ccccc3n2)c1	11%	1.1	0.1%	8%	13%	1%	i	1.4%	41	-2.3%
10	O=C(NCC(O)c1ccc([N+](=O)[O-])cc1)Nc1ccccc1 (stereo not drawn)	x	x	-0.1%	x	x	x	i	-0.2%	38	-0.1%
11	CCOc1cc(CN2CCN(S(=O)(=O)Cc3ccccc3)CC2)ccc1OC	x	x	2.1%	x	x	x	i	-0.7%	19	-0.2%
12	Nc1ccc(-c2ncc(-c3ccccc3)o2)cc1	x	x	u	x	x	x	i	-0.5%	20	-0.9%
13	Cc1nc(N)[nH]c(=O)c1Oc1cccc(C(F)(F)F)c1	x	x	2.9%	0%	x	-3%	i	0.4%	62	-0.1%
14	COc1ccc(-n2nc(C(=O)N3CCN(Cc4ccc5c(c4)OCO5)CC3)c3ccccc3c2=O)cc1	14%	1.1	0.0%	7%	16%	7%	i	0.2%	55	0.3%
15	Cc1ccc(NS(=O)(=O)c2cc(C(=O)N3CCN(C)CC3)ccc2C)cc1C	-10%	1	0.2%	-1%	6%	5%	i	-0.7%	31	0.4%
16	O=C(COc1ccc2ccccc2c1)N1CCN(C(=O)c2cccs2)CC1	-5%	1.1	-0.7%	1%	2%	0%	i	1.3%	56	0.5%
17	CCN(CC(=O)NC(C)(C)C)C(=O)COc1c(Cl)cc(Cl)c2ccc(C)nc12	x	x	-1.5%	-3%	x	3%	i	-1.1%	19	-0.1%
18	S=C(NCCc1c[nH]c2ccccc12)NC1CCCCC1	12%	1	0.5%	-1%	13%	-1%	i	-1.4%	40	-0.1%
19	O=C(NNc1ncnc2c1cnn2-c1ccccc1)c1ccco1	8%	2.2	3.3%	-10%	9%	-1%	i	0.5%	54	0.5%
20	CC(C)c1ccccc1NC(=O)CCCC(=O)O	-15%	1.1	-0.6%	-5%	-4%	2%	i	0.1%	40	0.4%
21	COc1ccc(CN2C3CCCC2CC(NC(=O)Nc2ccccc2)C3)cc1 (stereo not drawn)	-5%	1.5	0.1%	9%	-1%	3%	i	-0.2%	42	-0.1%
22	N=C1S/C(=C\c2ccc(-c3cccc(Cl)c3)o2)C(=O)N1c1nccs1	-20%	0.7	-1.1%	-2%	-32%	6%	i	-0.5%	47	2.2%
23	OCC[C@@H]1C[C@@H](O)[C@H](O)[C@@]2(Cc3ccccc3O2)O1	x	x	-0.1%	x	x	x	i	-0.7%	25	-1.2%
24	Cc1ccc(C(=O)Oc2oc(-c3ccco3)nc2C=Nc2ccccc2)cc1	-19%	1	x	16%	-24%	2%	x	0.2%	x	x

The list goes on (7 carried over from the part before).
#	Compound	human PMI inhibition	TNAP activators	RSV antiviral HEp-2	P. falciparum M17LAP	PMI inhibition	P. falciparum M1AAP	T cell HTS	West Nile virus CPE	T cell HTS vesicle-bound %	UTI89 phage lysis
18	S=C(NCCc1c[nH]c2ccccc12)NC1CCCCC1	12%	1	0.5%	-1%	13%	-1%	i	-1.4%	40	-0.1%
19	O=C(NNc1ncnc2c1cnn2-c1ccccc1)c1ccco1	8%	2.2	3.3%	-10%	9%	-1%	i	0.5%	54	0.5%
20	CC(C)c1ccccc1NC(=O)CCCC(=O)O	-15%	1.1	-0.6%	-5%	-4%	2%	i	0.1%	40	0.4%
21	COc1ccc(CN2C3CCCC2CC(NC(=O)Nc2ccccc2)C3)cc1 (stereo not drawn)	-5%	1.5	0.1%	9%	-1%	3%	i	-0.2%	42	-0.1%
22	N=C1S/C(=C\c2ccc(-c3cccc(Cl)c3)o2)C(=O)N1c1nccs1	-20%	0.7	-1.1%	-2%	-32%	6%	i	-0.5%	47	2.2%
23	OCC[C@@H]1C[C@@H](O)[C@H](O)[C@@]2(Cc3ccccc3O2)O1	x	x	-0.1%	x	x	x	i	-0.7%	25	-1.2%
24	Cc1ccc(C(=O)Oc2oc(-c3ccco3)nc2C=Nc2ccccc2)cc1	-19%	1	x	16%	-24%	2%	x	0.2%	x	x
25	CCCc1cc(=O)oc2c(C)c(OCC(=O)Nc3ccccn3)ccc12	x	x	0.8%	x	x	x	i	1.2%	12	0.1%
26	COc1ccc(NS(=O)(=O)c2cccs2)cc1S(=O)(=O)N1CCOCC1	x	x	0.8%	x	x	x	i	-0.1%	26	-0.2%
27	Cc1cc(C)cc(OCc2nnc(SCC(=O)OC(C)C)o2)c1	9%	1.1	0.9%	8%	2%	4%	i	0.3%	32	2.9%
28	CCC(=O)N(Cc1ccc(S(N)(=O)=O)cc1)C1CC(=O)N(c2ccc(OC)cc2)C1=O (stereo not drawn)	15%	1.1	0.3%	8%	16%	1%	i	0.0%	21	-0.1%
29	Cc1c(C)n(CCN(C)C)c2ccc(C(=O)OCCN(C)C)cc12	x	x	0.5%	x	x	x	i	2.4%	28	0.8%
30	O=C(Nc1ccccc1N1CCN(C(=O)c2ccc(Cl)cc2)CC1)c1cc2ccccc2o1	13%	1.1	6.1%	3%	18%	5%	i	0.1%	31	-2.0%
31	Cc1cccc(-c2nsc(SCC(=O)NCc3ccco3)n2)c1	7%	1.1	3.5%	20%	1%	6%	i	0.5%	40	0.1%
32	Cc1ccc(Cc2cc(C)n[nH]c2=O)cc1	x	x	1.6%	1%	x	10%	i	0.4%	41	x
33	C/C(=N/N=C1\SCC(=O)N1c1ccccc1)c1ccc(C)cc1	x	x	4.7%	-2%	x	-1%	i	-0.3%	25	x
34	CC(=O)Nc1ccc(NC(=O)C(C)n2c3ccccc3c3nc(=O)cc(C)n32)cc1 (stereo not drawn)	-8%	1	1.7%	-1%	-6%	1%	i	0.3%	62	0.2%
35	COc1ccc(CN2C(=O)CNC2=S)cc1	x	x	1.6%	x	x	x	i	-0.2%	52	8.3%
36	CC(C)(C)C(=O)COC(=O)c1ccccc1O	4%	1	0.9%	13%	2%	-2%	i	0.7%	19	-0.7%
37	O=C(Nc1ncc2c(n1)CC(c1cccc(Cl)c1)CC2=O)c1ccco1 (stereo not drawn)	x	x	1.0%	x	x	x	i	0.1%	68	0.0%
38	O=C(O)C#Cc1cccc2ccccc12	x	x	-0.5%	-2%	x	-10%	i	0.0%	33	1.8%
39	Cc1ccc(/C=N/n2c(-c3ccncc3)n[nH]c2=S)s1	x	x	x	6%	x	17%	i	0.6%	48	0.7%
40	CCOc1ccc2[nH]c(=O)c(CN(Cc3ccco3)C(CC)c3nnnn3Cc3ccccc3)cc2c1 (stereo not drawn)	4%	1.1	15%	1%	19%	20%	i	-0.3%	39	0.8%
41	Cn1nnc(NC(=O)C(c2ccccc2)c2ccccc2)n1	-8%	1.1	5.3%	-8%	-1%	0%	i	0.0%	25	-0.2%
42	CC(C)(C)Nc1nc(OCC#N)nc(N2CCCCC2)n1	0%	1.1	u	-1%	-7%	7%	i	-1.8%	62	-0.3%
43	COc1cccc(-c2nc(N3CCCCC3C)c3ccccc3n2)c1O (stereo not drawn)	7%	1	-0.3%	-2%	6%	8%	i	0.0%	37	3.8%
44	CCCCNC(=O)c1cc2nc3c(c(C(F)(F)F)n2n1)CCc1ccccc1-3	-5%	1.1	1.1%	-8%	-4%	3%	i	0.6%	32	0.3%
45	CCOC(=O)C1=C(C)NC(SCC(=O)Nc2nc(C)cs2)=C(C#N)C1c1cccs1 (stereo not drawn)	3%	1.2	2.9%	4%	2%	7%	i	x	49	x
46	COc1ccc(C(=O)C2CCCN(C(=O)c3cccc(N(C)C)c3)C2)cc1OC (stereo not drawn)	x	x	-0.1%	x	x	x	i	-1.0%	56	-0.1%
47	Cc1[nH]c2ccccc2c1C(=O)COC(=O)C1CCC1	x	x	1.8%	x	x	x	i	-0.9%	34	1.7%[50 µM]
48	N#CC1=C(N)N(c2ccccc2)C(=O)C1	6%	1.1	2.3%	-139%	-3%	2%	i	0.2%	8	0.9%
49	C=CCn1c(O)c(C2=c3ccccc3=NC2=O)sc1=Nc1ccc(O)cc1	x	x	-2.3%	-4%	x	6%	i	u	13	-2.1%
